LEDGF integ inh = blocks HIV-1 LEDGF/p75-dependent DNA integration | TR-FRET IN-LEDGF/p75 DNA integration, Eu/Cy5 | inhibition, % at 3.7 µM | 370,000 tested, 0.64% active | AID 743269;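 active means inhibition above the screen-wide mean plus 3 SD, cut at about 13% in these data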;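 further: signal is the Cy5 over europium emission ratio at 671 and 618 nm; 0% = plate median of compound wells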
TDP2 absorb = blocks human TDP2 phosphodiesterase activity; O95551; recombinant TDP2, T5PNP hydrolysis, p-nitrophenol absorbance 415 nm; inhibition, % at 12.8 µM; 370,000 tested, 0.34% active;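 active means inhibition above the mean of all tested compounds plus 3 SD, set per campaign, cut at about 25% in these data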;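 further: 0% = DMSO with enzyme and 100% = buffer with substrate but no TDP2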
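Test system: Human TDP2 enzyme | Reagent: 5 mM T5PNP | Compound dosing: 12.8 µM single point, 1% DMSO | Incubation: Enzyme reaction with compound for 2 h at 37 °C | Technique: p-Nitrophenol epi absorbance | Read-out: % inhibition relative to enzyme-containing and enzyme-free wells | Benchmarks: High control without enzyme, low control DMSO plus TDP2 | Replicates: Singlicate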
ADAM10 inh = inhibitors of human ADAM10; O14672; recombinant ADAM10, EDANS/DABCYL FRET peptide cleavage, 3 h; inhibition, % at 7 µM; 370,000 tested, 0.62% active;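 active means inhibition above a per-campaign cutoff equal to the mean of compounds falling between control-based bounds plus 3 SD, cut at about 20% in these data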;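 further: 0% = DMSO wells while the 100% control is not disclosed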
proKLK7 act = proKLK7 (human) activation, primary screen. activation, % at 7 µM. 370,000 tested, 0.9% active. purified proKLK7, EDANS-DABCYL substrate fluorescence; 100% is mature enzyme control, 0% vehicle;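 active means activation above the mean of all tested compounds plus 3 SD, computed per campaign excluding outliers beyond control limits, cut at about 13% in these data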
PLC-gamma1 inh = blocks human PLC-gamma1 enzyme activity. 370,000 tested, 0.84% active. purified PLC-gamma1, fluorogenic substrate, fluorescence. P19174. inhibition, % at 12.2 µM; in the data active means inhibition above about 9.5%
Target sequence (P19174 whole entry, looked up): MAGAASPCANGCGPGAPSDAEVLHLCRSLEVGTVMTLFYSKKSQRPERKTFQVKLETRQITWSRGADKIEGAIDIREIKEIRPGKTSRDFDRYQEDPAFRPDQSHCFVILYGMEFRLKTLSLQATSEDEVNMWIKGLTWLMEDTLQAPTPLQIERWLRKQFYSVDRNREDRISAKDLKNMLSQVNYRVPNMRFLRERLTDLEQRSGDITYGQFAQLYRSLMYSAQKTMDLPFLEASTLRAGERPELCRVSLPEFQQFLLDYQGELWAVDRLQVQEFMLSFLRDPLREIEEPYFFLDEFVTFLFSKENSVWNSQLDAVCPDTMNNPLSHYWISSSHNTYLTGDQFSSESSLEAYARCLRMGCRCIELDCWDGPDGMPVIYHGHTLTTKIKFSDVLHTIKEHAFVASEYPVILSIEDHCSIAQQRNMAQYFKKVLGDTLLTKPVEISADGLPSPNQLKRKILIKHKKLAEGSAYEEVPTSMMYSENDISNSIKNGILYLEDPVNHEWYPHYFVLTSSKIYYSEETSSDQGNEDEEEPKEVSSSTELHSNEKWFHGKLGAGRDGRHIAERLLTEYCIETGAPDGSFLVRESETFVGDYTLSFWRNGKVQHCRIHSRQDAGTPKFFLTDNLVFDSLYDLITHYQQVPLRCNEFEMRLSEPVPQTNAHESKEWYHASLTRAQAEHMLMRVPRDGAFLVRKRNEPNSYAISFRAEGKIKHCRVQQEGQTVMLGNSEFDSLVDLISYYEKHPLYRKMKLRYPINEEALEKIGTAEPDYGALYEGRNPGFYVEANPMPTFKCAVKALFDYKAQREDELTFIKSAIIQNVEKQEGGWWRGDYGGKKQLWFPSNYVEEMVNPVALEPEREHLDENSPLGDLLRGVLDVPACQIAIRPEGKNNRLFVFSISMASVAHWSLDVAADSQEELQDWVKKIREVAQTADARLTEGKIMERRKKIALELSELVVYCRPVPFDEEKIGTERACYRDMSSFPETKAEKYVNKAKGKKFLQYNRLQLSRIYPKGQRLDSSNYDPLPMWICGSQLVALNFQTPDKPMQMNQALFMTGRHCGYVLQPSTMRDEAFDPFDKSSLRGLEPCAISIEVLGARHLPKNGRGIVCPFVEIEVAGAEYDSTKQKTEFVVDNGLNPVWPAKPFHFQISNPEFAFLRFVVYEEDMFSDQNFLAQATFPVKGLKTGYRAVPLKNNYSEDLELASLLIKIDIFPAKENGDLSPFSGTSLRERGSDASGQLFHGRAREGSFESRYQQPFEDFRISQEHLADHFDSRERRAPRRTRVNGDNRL
DDE Tn6 FP inh = DD(E)-Tn6 binding inhibition, primary FP screen. inhibition, % at 8.3 µM. 370,000 tested, 0.21% active. P02675. Fibrin DD(E) TRITC-Tn6 fluorescence polarization displacement;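 active means inhibition above a per-campaign cutoff: mean of compounds within control limits plus 3 SD, cut at about 15% in these data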;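 further: 0% = median of all compound wells on the plate and 100% = blocking peptide control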
ARFGAP1 inh = rat ARFGAP1 inhibition. Q62848. Arfgap1-stimulated ARF1 GTP hydrolysis, GDP FP detection. inhibition, % at 16.5 µM. 360,000 tested, 0.26% active. AID 651572;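 active means inhibition above a per-plate limit, mean inhibition of low control wells plus 3 SD, cut at about 25% in these data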;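 further: 0% = DMSO wells with enzyme and 100% = wells lacking Arfgap1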
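Assay system: purified rat His6-Arfgap1 residues 1-136 (GAP domain); Reagent: human Δ17 ARF1 bound to GTP; Dosing: 16.5 µM single point, 1.26% DMSO; Times: GTP hydrolysis reaction 2 h at 25 °C; Signal: FP, GDP Alexa 633 tracer displaced from anti-GDP antibody, 620/688 nm; Measure: % inhibition from polarization.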
Tn7 DDE FP = inhibitors of Tn7 peptide binding to human fibrin DD(E); P02675; FP displacement of FITC-Tn7 peptide from fibrin DD(E); 0% = median of compound wells per plate; inhibition, % at 8.3 µM; 370,000 tested, 0.13% active; AID 720508;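 active means inhibition above the mean of compounds falling within the control limits plus 3 SD of them, cut at about 14% in these data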;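 further: 0% = plate median of compound wells and 100% = 10 µM Aha-Tn7 peptide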
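assay system = human clot-derived fibrin DD(E) complex | quantity = Fibrin-DD(E) at 2 µM final | timing = 10 min preincubation, 3 h with tracer, room temperature | signal = fluorescence polarization | measure = percent inhibition | benchmarks = high control wells with 10 µM unlabelled Aha-Tn7 peptide (full inhibition) | replicates = singlicate testing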
ADAM17 inh = ADAM17 inhibition, QFRET primary screen; 370,000 tested, 0.83% active; P78536; inhibition, % at 6.95 µM; recombinant ADAM17, EDANS/DABCYL FRET peptide cleavage; AID 720648;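 active means inhibition above the mean of compounds lying between control limits plus 3 SD, set per campaign, cut at about 8.5% in these data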;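 further: 0% = DMSO-only wells as the low control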
ASAP1 GAP inh = ASAP1 ArfGAP inhibition; Q9ULH1; 360,000 tested, 0.19% active; inhibition, % at 16.5 µM; ASAP1-stimulated ARF1 GTP hydrolysis, GDP FP detection; in the data active means inhibition above about 25%;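 further: 0% = vehicle with enzyme and substrate and 100% = no enzyme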
* hit, by the source's call; i = inactive; / = not tested or not shown.

Order of results – LEDGF integ inh	TDP2 absorb	ADAM10 inh	proKLK7 act	PLC-gamma1 inh	DDE Tn6 FP inh	ARFGAP1 inh	Tn7 DDE FP	ADAM17 inh	ASAP1 GAP inh
- N#C/C(=C\c1ccc([N+](=O)[O-])cc1)c1nc(C2CC2)cs1
    -3	9	1	-0.5	-2	10	9	-8	-1	-7
- O=C(Cc1cccs1)Nc1nc(-c2ccc(F)c(F)c2)cs1
    0	1	11	0.7	0	-6	1	0	2	0
- COc1cc(CC(=O)OCC(=O)Nc2cc([N+](=O)[O-])ccc2F)cc(OC)c1OC
    0	-7	-1	0.1	-2	15	2	2	2	11
- C=CCOc1ccc(/C=C/C(=O)OCC(=O)N(C)CC(=O)Nc2ccc(F)cc2)cc1
    -3	-3	-15	0.3	3	-2	12	-6	-3	-4
- NC(=S)N/N=C/c1c(O)ccc2ccccc12
    -8	-12	-23	-3.5	-25	7	4	2	-9	-7
- COc1cccc(-c2cnc3c(NC=O)cc(-c4ccncc4)cn23)c1
    2	-7	-46	0.5	-29	-7	-5	3	-13	-4
- CCCCC(CC)CNC(=O)Cn1c(=O)[nH]c2ccsc2c1=O (stereo unspecified)
    3	6	-1	-0.1	-2	-13	5	-7	-9	6
- CC(=O)c1ccc(NC(=O)C(C)OC(=O)c2ccc(NS(=O)(=O)c3ccc4[nH]c(=O)[nH]c4c3)cc2)cc1 (stereo unspecified)
    -5	1	-4	0.1	3	-13	9	1	1	16
- O=C(NCCc1ccccc1)c1ccc2c(c1)S(=O)(=O)N=C1CCCCCN12
    7	-6	1	0.1	1	-6	5	0	-3	-6
- Cc1ccc(S(=O)(=O)CCC(=O)OCC(=O)NC(C)c2ccc(F)cc2)cc1 (stereo unspecified)
    1	-8	-2	-0.7	4	-2	8	-4	-5	5
- CC(C)NS(=O)(=O)c1ccc(NC(=O)Cc2ccsc2)cc1
    -1	3	-1	-0.1	0	-6	11	4	-7	13
- Cc1ccc2[nH]c(=O)c(CN(Cc3ccccc3)C(=S)NCCCN(C)C)cc2c1
    1	4	-16	0.8	0	-10	3	-7	-6	-6
- COC(=O)N/N=C/c1cccc(OC(=O)c2ccc3c(c2)OCO3)c1
    2	-12	0	-0.2	1	5	3	-7	2	2
- COCCSc1ccccc1C(=O)Nc1ccncc1
    -2	3	-8	-0.5	-1	4	-4	6	-4	-16
- COCCNC(=O)c1cc2c(=O)n3cccc(C)c3nc2n1C
    -2	-5	-316	6.8	-183	7	-4	0	-56	3
- COC(=O)c1ccc(SCc2ccccc2)nc1
    -2	5	-1	-0.1	1	-1	-7	-2	-2	-7
- CCN(CC)c1nc(N)c(C#N)c(CC#N)c1C#N
    0	-3	-111	-11	-326	-1	-5	-4	-25	4
- CC(C)CC(NC(=O)C1CCCN1C(=O)[C@@H](C)NC(=O)OCc1ccccc1)C(=O)NCC(N)=O (stereo partly specified)
    0	4	-7	-0.2	0	2	-2	-1	-5	6
- O/N=C/c1ccc2cccc(OCc3ccccc3)c2n1
    1	-6	-238	6.9	i	-8	3	-4	-108	-6
- C=C(C)Cn1c(Sc2nnc(C)s2)nc2c1c(=O)[nH]c(=O)n2C
    -1	0	-3	-0.2	-1	5	14	3	-4	1
- O=C(Nc1ccc(F)cc1)Nc1nnc(Cc2ccccc2)s1
    1	4	2	-0.3	4	-1	1	-1	3	-6
- CN(C(=O)COC(=O)C(Cc1ccccc1)NC(=O)c1ccccc1)c1ccccc1 (stereo unspecified)
    1	2	5	-0.1	0	8	10	5	0	-7
- CCCCNc1cccc2c1S(=O)(=O)N[C@@H](Cc1ccccc1)CO2
    5	-1	4	-0.3	-2	-9	-5	-5	3	-4
- COc1ccc2c(c1)C(=O)C(=O)N2
    1	3	-5	-0.1	-1	1	7	-6	-2	10
- COc1ccc(S(=O)(=O)NC(=O)C2(C)CCN2C(=O)CCC2CCCC2)cc1OC (stereo unspecified)
    3	-1	-6	0.4	-2	4	-1	0	-6	-16
- O=C(Cc1cc(=O)[nH][nH]1)N/N=C/C=C/c1ccccc1
    7	2	7	0.1	0	3	18	8	1	15
- CCc1nn(CC(=O)NC2CCN(Cc3ccccc3)CC2)c(=O)c2cc3cc(F)ccc3n12
    2	19	-13	-1.4	0	4	-8	2	-4	4
- Cc1ccccc1S(=O)(=O)NC(=O)C1(C)CCN1C(=O)Cc1ccccc1Cl (stereo unspecified)
    -1	-4	-25	0.1	-1	3	-3	-2	-5	-12
- O=C(Nc1cccc(NC(=O)c2ccco2)c1)c1cnccn1
    -4	1	3	-0.5	0	-6	0	-2	-5	-4
- CSCCC(NS(=O)(=O)c1ccccc1F)C(=O)NCc1cccs1 (stereo unspecified)
    0	3	-4	-0.3	-4	-4	6	-4	-10	-6

Entries listed so far that have a nitro group on carbon:
Order of results – LEDGF integ inh	TDP2 absorb	ADAM10 inh	proKLK7 act	PLC-gamma1 inh	DDE Tn6 FP inh	ARFGAP1 inh	Tn7 DDE FP	ADAM17 inh	ASAP1 GAP inh
- N#C/C(=C\c1ccc([N+](=O)[O-])cc1)c1nc(C2CC2)cs1
    -3	9	1	-0.5	-2	10	9	-8	-1	-7
- COc1cc(CC(=O)OCC(=O)Nc2cc([N+](=O)[O-])ccc2F)cc(OC)c1OC
    0	-7	-1	0.1	-2	15	2	2	2	11

Other records:
Order of results – LEDGF integ inh	TDP2 absorb	ADAM10 inh	proKLK7 act	PLC-gamma1 inh	DDE Tn6 FP inh	ARFGAP1 inh	Tn7 DDE FP	ADAM17 inh	ASAP1 GAP inh
- NNC(=O)Cn1c(COc2ccc(Cl)cc2)nc2ccccc21
    -3	3	4	0.3	3	3	2	2	0	-1
- COc1ccc([C@H]2C[C@@H](n3cc(-c4ccc(F)cc4)nn3)[C@H](O)CN2C(=O)c2cccs2)cc1
    -3	0	6	0.6	-2	4	3	2	2	-20
- c1ccc(Cc2nnc3sc(-c4ccccn4)nn23)cc1
    1	3	0	0.4	2	5	6	-3	-1	-3
- COc1ccc(-c2cc3nc4c(c(N5CCC6(CC5)OCCO6)n3n2)CCC4)cc1
    3	-6	-2	0.2	-20	4	5	-5	-1	19
- COCCNC(=O)c1onc(CSc2cccc(C)c2)c1C(=O)O
    0	3	1	-0.1	-1	14	5	6	-2	-6
- CCc1nc2ccccc2n1CCC(C)C
    -1	3	-2	-0.4	-2	-1	2	0	-5	-2
- CC(C)CNC(C)C(=O)Nc1ccc(S(N)(=O)=O)cc1 (stereo unspecified)
    -4	2	0	0.5	1	-7	7	-8	0	-6
- Cn1cnnc1SC(C(=O)c1ccccc1)c1ccccc1 (stereo unspecified)
    -2	-10	4	-0.1	-62	-7	3	-6	0	9
- COCC(=O)N1C[C@H]2CON(C)[C@H]2C[C@H]1c1cccc(-c2ccccc2OC)c1
    0	1	-12	0.3	-1	-3	15	-7	-5	6
- Fc1ccc(-n2c(-c3ccco3)n[nH]c2=S)cc1
    3	0	-8	-0.2	-2	3	-13	0	-4	-5
- O=C(CCc1nnc(Cc2c[nH]c3ccccc23)o1)NC1CCCC1
    6	-15	7	0.0	12*	-5	4	0	6	-2
- COc1ccccc1N1CCN(C2CCCN(C(=O)CCc3ccccn3)C2)CC1 (stereo unspecified)
    -2	-6	-8	-0.8	2	7	-3	4	-5	2
- Cc1ccc(CNC(=O)CSc2nc3ccsc3c(=O)n2NC(=O)c2ccccc2)cc1
    0	-7	0	-0.1	2	-3	9	-6	-3	-1
- Cc1ccc(C(=O)NCC(=O)Nc2cc(C)ccn2)cc1
    -1	-5	0	0.1	-5	-2	-20	2	-2	1
- Cc1nc(NC(=O)c2ccc([N+](=O)[O-])cc2Cl)sc1C(=O)N(C)C
    0	2	-8	-0.1	-3	7	-1	2	-4	-14
- O=C(Nc1nccs1)c1ccc(COc2ccccc2Br)o1
    3	-11	12	-0.3	1	-10	0	-4	6	12
- Cn1cnc([N+](=O)[O-])c1NC(C)(C)C
    1	6	-3	-0.1	2	1	4	3	-6	-1
- CCN(CC)c1nc(C)nc2c1cnn2CCc1ccccc1
    1	1	-4	0.4	0	-1	5	-1	0	1
- CCn1c(C)c(C)c2cc(C(=O)NCCN3CCCCCC3)ccc21
    2	-7	-6	-0.4	-16	4	2	-4	-11	-6
- Clc1ccc(N2CCN(Cc3ccc(Br)o3)CC2)cc1
    4	-1	6	-0.2	4	-7	-3	5	2	-19
- CCCCOc1cccc(NC(=O)CSc2nncn2C)c1
    -6	0	-5	-0.3	2	-2	-3	1	1	-3
- CC1OC(C2CCCCC2)Cc2[nH]c(=S)[nH]c(=O)c21 (stereo unspecified)
    -2	3	-10	0.1	-1	2	-3	0	-6	12
- CCC(C)NC(=O)Cn1nc(C(F)(F)F)c2c1CCC2 (stereo unspecified)
    6	-3	14	0.1	5	-4	-9	2	0	-6
- Cc1cccc(NCC(=O)N/N=C\c2c[nH]c3ccccc23)c1
    -9	-1	-6	0.4	-1	-4	3	0	1	12
- COc1ccccc1NC(=O)C(C)Sc1nc2ccccc2c(=O)n1CC1CCCO1 (stereo unspecified)
    -2	-14	-9	0.6	4	-2	4	-2	3	0
- COC(=O)[C@]12C[C@H](CC(=O)NCC3CCCCC3)C(=O)N(Cc3ccc(Cl)cc3Cl)C1=C[C@H](COCc1ccccc1)O[C@@H]2C
    -2	-3	-9	0.0	0	-1	/	3	-6	/
- COc1ccc(N2CCN(C(=O)Cc3nn(C)c(=O)c4ccccc34)CC2)cc1
    -2	1	-15	0.1	2	-6	5	1	-2	0
- O=C(CCN1CCN(Cc2ccccc2)CC1)Nc1ccccc1Cl
    -1	8	-1	-0.3	1	-3	7	1	1	0
- CSc1cccc(NC(=O)C2CCCN(S(C)(=O)=O)C2)c1 (stereo unspecified)
    1	-3	-5	0.3	3	1	0	-5	-1	-1
- CC1CCN(S(=O)(=O)c2ccc3c(c2)c(=O)c(C(=O)NCc2ccco2)cn3C)CC1
    2	0	-3	0.2	2	-1	-1	4	0	-12
- NC(=O)c1ccc(NC(=O)COc2ccc(-n3cnnn3)cc2)cc1
    6	-14	-6	-0.1	-3	-4	0	-3	5	-3
- CC1(O)C(=O)C2(C)C=CC1C1C(=O)N(c3ccccc3)C(=O)C12 (stereo unspecified)
    2	7	-5	0.1	0	-3	4	1	-5	-4
- O=c1cc(/C=C/c2ccccc2)oc2ccccc12
    -6	7	-122	1.3	-29	-5	-14	1	-44	7
- CCc1cccc(NC(=O)CN(C)S(=O)(=O)c2cccc3cccnc23)c1
    -1	11	5	0.1	1	2	-17	-6	-1	-5
